# Source: PubChem BioAssay (several laboratories)
# West Nile virus CPE: West Nile virus antiviral activity, cell-based, CPE readout (AID 1621) | actives 0.02% (n = 290,000) | CPE inhibition, % at 10 µM, or IC50 in µM where a hit was titrated | West Nile virus-infected cells, CPE inhibition; higher % means a stronger effect; in the data active = a potency from the dose series; note: strong numbers were not always called active
# Salmonella PhoP GFP: inhibitors of PhoP regulon expression, primary screen, Salmonella Typhimurium, GFP reporter (AID 1863); S. Typhimurium PhoP-regulated promoter GFP reporter, 4 h; higher % means a stronger effect; one-dose inhibition, % at 50 µM; IC50 in µM for titrated hits; actives 0.16% (n = 300,000);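 active = inhibition over 29.93%, a cutoff 3 SD above the screen mean, later confirmed by dose response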;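 note: 0% = low Mg2+ inducing control and 100% = high Mg2+ repressing control; strong numbers were not always called active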
# KOR beta-arrestin-1: KOR antagonists, beta-arrestin recruitment, cell-based, luminescence, uHTS (AID 1778); inhibition, % at 10 µM; hits with a dose series show IC50 in µM; actives 0.091% (n = 290,000); KOR beta-arrestin recruitment, luminescence, antagonist mode; higher % means a stronger effect; Kappa-type opioid receptor (Homo sapiens); in the data active = inhibition above about 50%; note: strong numbers were not always called active
# GPR55 antagonists: GPR55 antagonists blocking LPI-driven arrestin recruitment, primary screen, imaging, U2OS, beta-arrestin-GFP, LPI agonist (AID 2013). G-protein coupled receptor 55 (Homo sapiens). U2OS GPR55 beta-arrestin-GFP translocation imaging, LPI antagonism; higher % means a stronger effect. inhibition, % at 10 µM, or IC50 in µM where a hit was titrated. actives 0.13% (n = 290,000);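 active = spots per cell inhibited over 60%, with over 100 cells counted and total cytoplasm intensity under 500,000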;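 note: U2OS cells stably carrying GPR55 and arrestin-GFP stimulated by 5 µM LPI near EC80; imaged beta-arrestin-GFP aggregate spots per cell after agonist stimulation; plate controls were LPI-stimulated DMSO wells for no effect and DMSO wells without LPI for full effect; some results filed as inactive read as strong as hits; confirmed hits need IC50 under 10 µM and bright autofluorescent wells are also inconclusive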
# GPR35 arrestin U2OS: GPR35 antagonists blocking zaprinast-driven arrestin recruitment, primary screen, imaging, U2OS, beta-arrestin-GFP, zaprinast agonist (AID 2058). G-protein coupled receptor 35 (Homo sapiens). U2OS GPR35 beta-arrestin-GFP translocation imaging, zaprinast antagonism; higher % means a stronger effect. inhibition, % at 10 µM; hits with a dose series show IC50 in µM. actives 0.052% (n = 290,000);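 active = inhibition of at least 50% with at least 30 cells and total cytoplasm GFP at most 10,000,000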
# GPR55 activation: GPR55 agonists via beta-arrestin recruitment, primary screen, imaging, U2OS cells, beta-arrestin-GFP redistribution (AID 1961); G-protein coupled receptor 55 (Homo sapiens); U2OS GPR55 beta-arrestin-GFP redistribution imaging; higher % means a stronger effect; activation, % at 10 µM; hits with a dose series show EC50 in µM; actives 0.048% (n = 290,000);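 active = activation above 40% with more than 50 cells counted in the well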;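 note: U2OS osteosarcoma cells stably expressing GPR55 and beta-arrestin-GFP; plate controls were DMSO negative control for no effect and LPI positive control for full effect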
# T cell HTS: modulators of CD8 T cell-vesicle binding, primary screen, mouse 2C CD8+ T cells, flow cytometry | 2C CD8+ T cell-vesicle binding; stronger effect = lower value | actives 0.068% (n = 330,000) | AID 2052, 2009 | calls only at 7 µM;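 active = response, share of CD8 T cells binding vesicles, and their 90th percentile fluorescence all below set limits, cut at about 80% in these data, passing the limit was not always enough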
#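 incubation = binding step 1.5 h, 37 °C, antibody labelling 20 min, ice | test system = 2C mouse CD8+ T cells | read-out basis = percent CD8+ FL2 mean versus row control | controls = Peptide-free naked vesicles (low) and QL9 vesicles with 0.7% DMSO vehicle (high) | detection = flow cytometry of vesicle-bound cells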
# NTR1 agonist: agonists of NTR1, primary screen, imaging, U2OS cells, beta-arrestin-GFP, high content (AID 493036); Neurotensin receptor type 1 (Homo sapiens), P30989; NTR1-U2OS beta-arrestin-GFP spot imaging, agonist mode; activation, % at 20 µM; actives 0.17% (n = 330,000);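 active = activation at or above 40% of the spot to cytoplasm intensity ratio, with at least 20 cells analyzed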;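 note: 0% = DMSO without peptide and 100% = 100 nM NTR1 peptide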
# Target sequence (P30989 whole entry, looked up): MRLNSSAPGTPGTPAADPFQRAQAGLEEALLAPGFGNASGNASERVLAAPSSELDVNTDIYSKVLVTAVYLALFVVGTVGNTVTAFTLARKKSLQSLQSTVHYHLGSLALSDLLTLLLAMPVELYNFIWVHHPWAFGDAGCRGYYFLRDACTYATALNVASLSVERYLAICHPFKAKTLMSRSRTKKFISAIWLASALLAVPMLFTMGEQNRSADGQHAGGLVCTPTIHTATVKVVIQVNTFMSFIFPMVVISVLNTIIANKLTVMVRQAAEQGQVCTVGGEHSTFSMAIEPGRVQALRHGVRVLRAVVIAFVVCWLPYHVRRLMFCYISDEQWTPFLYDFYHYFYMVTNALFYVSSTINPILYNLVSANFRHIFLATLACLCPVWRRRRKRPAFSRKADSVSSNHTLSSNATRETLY
# KOR beta-arrestin-2: KOR agonists, beta-arrestin recruitment, primary screen, cell-based, luminescence, uHTS (AID 1777) | KOR beta-arrestin recruitment, luminescence; higher % means a stronger effect | activation, % at 10 µM; hits with a dose series show EC50 in µM | actives 0.02% (n = 280,000) | Kappa-type opioid receptor (Homo sapiens); in the data active = activation above about 50%, passing the limit was not always enough; note: a part of the inactive calls stands beside numbers as strong as those of hits
# T cell HTS vesicle-bound %: recorded beside T cell HTS, whose call it bears; double positive events, %; measured here: CD8+ vesicle-bound cell fraction;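 binding gate set so that unloaded-vesicle control wells show 10% double positive cells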
# NTR1 agonist cell count 20 µM: recorded beside NTR1 agonist, whose call it bears; cell count; measured here: cell count, cytotoxicity flag
# * = called active by the depositor; i = inactive; x = not tested or not shown; [ ] = remark or other dose.
SMILES,West Nile virus CPE,Salmonella PhoP GFP,KOR beta-arrestin-1,GPR55 antagonists,GPR35 arrestin U2OS,GPR55 activation,T cell HTS,T cell HTS vesicle-bound %,NTR1 agonist,NTR1 agonist cell count 20 µM,KOR beta-arrestin-2
O=C(c1ccccc1)c1cccc[n+]1[O-],0.7%,-1%,10%[20 µM],-20%,12%,-0.1%,i,27,-0.2,62,-3.3%
Cc1ccc(C(=O)NC2CCS(=O)(=O)C2)cc1S(=O)(=O)N1CCOCC1 (centres undefined),0.4%,-12%,-27%,3%,0%,-0.1%,i,9,0.6,69,3.7%
COc1ccc(-c2nn(-c3ccccc3)cc2CNCCN2CCOC2=O)c(F)c1,-0.8%,0%,18%[20 µM],8%,-6%,0.2%,i,52,0.4,39,x
CCOC(=O)C(CC)Sc1ncnc2nc[nH]c12 (centres undefined),0.1%,-5%,11%,6%,-2%,0.3%,i,15,-1.8,80,-4.8%
Cc1csc(NC(=O)c2ccc(Br)s2)n1,-1.3%,9%,27%,5%,6%,0.2%,i,20,-1.2,38,-3.1%
O=C(Nc1nnc(CC2=CCCCC2)s1)Nc1ccccc1F,0.0%,-8%,-20%,-2%,1%,0.3%,i,55,2.3,58,3.3%
C/C=C(\C)CN1CCCC(CO)(Cc2ccccc2)C1 (centres undefined),-0.5%,0%,4%[20 µM],11%,-2%,-0.1%,i,44,-0.2,52,x
CCOC(=O)N1CCC(NC(=O)CSc2cc(=O)n(C)c3ccccc23)CC1,0.0%,-5%,-4%,32%,-7%,0.0%,i,32,-1.3,95,1.8%
O=c1c(-c2nc3ccccc3o2)c2oc3ccccc3n2c2ccccc12,0.0%,17%,-3%,38%,-4%,0.1%,x,x,x,x,-2.8%
O=C(Cc1ccc(S(=O)(=O)N2CCCC2)s1)N1CCN(c2ccccc2)CC1,-0.8%,0%,25%,12%,19%,-0.2%,i,61,-0.2,68,-8.1%
COc1ccccc1NS(=O)(=O)c1ccc(NN=C2CCCC2)c([N+](=O)[O-])c1,-1.0%,20%,-28%,4%,5%,0.5%,i,27,6.9,52,-0.4%
O=C(CSc1ncnc2c1oc1ccccc12)c1cccs1,x,19%,-12%,10%,5%,0.0%,i,58,1.7,43,1.7%
CC(C)[C@H](NC(=O)[C@@H]1Cc2ccccc2CN1)C(=O)NC1CCCCC1,-0.5%,-6%,-4%,8%,-16%,0.7%,i,16,-0.1,62,-1.1%
C/C(=N\NC(=S)Nc1c(C)cccc1C)c1cc2ccccc2o1,-1.7%,4%,36%,21%,6%,-0.2%,i,61,2.1,80,1.2%
O=C(NCCc1ccc(Cl)cc1)C1CCC(CNc2nc(=S)[nH]c3ccccc23)CC1 (centres undefined),0.0%,1%,-71%,-3%,-7%,-0.7%,i,19,17,60,39%

# Given with two lines to a compound: entries from further up.
# Second line of a record: West Nile virus CPE	Salmonella PhoP GFP	KOR beta-arrestin-1	GPR55 antagonists	GPR35 arrestin U2OS	GPR55 activation	T cell HTS	T cell HTS vesicle-bound %	NTR1 agonist	NTR1 agonist cell count 20 µM	KOR beta-arrestin-2
- O=C(CSc1ncnc2c1oc1ccccc12)c1cccs1
  x	19%	-12%	10%	5%	0.0%	i	58	1.7	43	1.7%
- C/C=C(\C)CN1CCCC(CO)(Cc2ccccc2)C1 (centres undefined)
  -0.5%	0%	4%[20 µM]	11%	-2%	-0.1%	i	44	-0.2	52	x

# An excerpt of these results, tab-delimited:
SMILES	West Nile virus CPE	Salmonella PhoP GFP	KOR beta-arrestin-1	GPR55 antagonists	GPR35 arrestin U2OS	GPR55 activation	T cell HTS	T cell HTS vesicle-bound %	NTR1 agonist	NTR1 agonist cell count 20 µM	KOR beta-arrestin-2
O=C(CSc1ncnc2c1oc1ccccc12)c1cccs1	x	19%	-12%	10%	5%	0.0%	i	58	1.7	43	1.7%
CC(C)[C@H](NC(=O)[C@@H]1Cc2ccccc2CN1)C(=O)NC1CCCCC1	-0.5%	-6%	-4%	8%	-16%	0.7%	i	16	-0.1	62	-1.1%

# More results.
SMILES,West Nile virus CPE,Salmonella PhoP GFP,KOR beta-arrestin-1,GPR55 antagonists,GPR35 arrestin U2OS,GPR55 activation,T cell HTS,T cell HTS vesicle-bound %,NTR1 agonist,NTR1 agonist cell count 20 µM,KOR beta-arrestin-2
O=C(NCC1CCCO1)c1csc2c1CCCC2 (centres undefined),0.2%,-6%,-41%,2%,-3%,-0.1%,i,31,0.4,61,5.6%
CCn1c(/C=C/c2c(C)[nH]c3ccccc23)nc2ccccc2c1=O,-0.4%,0%,-21%,12%,-2%,-0.3%,i,47,12,67,9.0%
CCOC(=O)c1sc(=S)n(-c2cc(OC)ccc2OC)c1N,1.1%,-3%,32%,8%,4%,-0.1%,i,45,0.1,46,-1.6%
COc1ccc(NC(=O)CCNC(=O)Cn2ccc3ccccc3c2=O)cc1Cl,-1.1%,-2%,-13%,-5%,8%,-0.2%,i,56,0.3,47,-5.7%
CCOCCCNC(=O)CN1C(=O)/C(=C\c2ccc(C)cc2)Sc2ccccc21,-0.5%,9%,3%,-1%,-12%,-0.1%,i,27,4.4,92,-0.5%
O=C(c1ccc(Cn2c(=S)[nH]c3ccc(N4CCOCC4)cc3c2=O)cc1)N1CCN(c2ccc(F)cc2)CC1,-0.9%,-4%,3%,7%,-5%,-0.6%,i,33,1.7,65,-1.0%
CCOC(=O)c1sc(SC)c2c1CCCC2=O,-0.2%,-2%,10%,6%,-5%,0.7%,x,x,0.6,44,-5.3%
O=C(Cc1c[nH]c2ccccc12)Nc1ccccc1N1CCOCC1,-0.9%,2%,13%,11%,-1%,1.9%,i,37,1.8,96,-2.2%
CN(C)C(=O)c1ccc(NC(=O)CSc2nc3ccccc3[nH]2)cc1,-1.0%,17%,16%,4%,-13%,0.2%,i,56,-0.7,38,-0.5%
O=C1NC(=O)/C(=C/c2ccccc2Oc2ccc(Cl)cc2)S1,0.7%,12%,-152%,-14%,2%,-0.3%,i,20,1.3,46,-2.9%
CCOC(=O)CC(=O)CSc1nc(-c2cccnc2)ccc1C#N,0.5%,-3%,3%,3%,-10%,-0.2%,i,39,-0.4,44,-1.6%
O=C(c1ccc(Oc2ccc(Cl)cc2)c([N+](=O)[O-])c1)N1CCCC1,-1.2%,12%,35%,6%,9%,0.0%,i,29,2.9,79,-1.6%
Cc1cccc(CN2CCCC(C(=O)Nc3ccccc3Oc3cccnc3)C2)c1 (centres undefined),-0.7%,6%,-7%,1%,-7%,-0.1%,i,17,0.7,53,4.0%
O=C(NCC(=O)N(CC1CCCO1)C(C(=O)NC1CCCCC1)c1ccc(F)cc1)c1ccco1 (centres undefined),-0.6%,-5%,-19%,0%,-4%,-0.3%,i,63,0.4,39,-3.5%
CCOc1cc(/C=N/NC(=O)C(=O)NCC2CCCO2)ccc1OCC(=O)N1CCOCC1 (centres undefined),0.2%,-1%,7%,-2%,-3%,-0.1%,i,21,0.2,62,2.0%
O=c1nc(NCc2ccccc2Cl)cn[nH]1,-0.2%,11%,-2%,-10%,-4%,0.2%,i,9,-1.4,58,-7.8%
CCOc1ccc(C(=O)NCC(=O)NCCCSc2ccccc2)cc1OCC,-0.6%,4%,7%,1%,8%,0.3%,i,6,1.1,63,-2.5%
CCN(CC)C(=O)C1CCC(C)(C(=O)O)C1(C)C (centres undefined),0.0%,-1%,1%,27%,8%,0.7%,i,20,-1.8,48,1.0%
COc1cc(C(=O)Oc2cccc(/C=N/NC(=O)c3cccnc3)c2)cc(OC)c1OC,0.0%,-2%,-31%,-17%,-3%,0.0%,i,33,1.6,43,1.3%
Cc1ccc2c(=O)c(C(=O)c3ccc(F)cc3)cn(CC(=O)NCc3ccco3)c2n1,0.5%,-5%,-31%,10%,-15%,-0.1%,i,2,-0.5,64,7.1%
CCCCn1c(SCC(=O)N2CCOCC2)nnc1-c1ccoc1C,-0.1%,2%,-1%,0%,-5%,-0.2%,i,32,1.0,78,-6.4%
Cc1ccc(OCCn2c(C3CC(=O)N(Cc4ccccc4)C3)nc3ccccc32)cc1 (centres undefined),-0.6%,10%,18%,-7%,-1%,-0.3%,i,22,4.6,86,-2.2%
CC(=O)NS(=O)(=O)c1ccc(NC(=O)/C=C/c2ccco2)cc1,-0.5%,5%,-46%,-14%,8%,-0.5%,i,50,-0.1,60,-2.2%
COc1ccc(-c2c(C)nn3c(N)c(C#N)cnc23)cc1OC,0.5%,-10%,-18%,-5%,2%,-0.1%,i,59,-0.2,93,3.1%
Nn1c(SCC(=O)Nc2ccc(S(=O)(=O)N3CCCC3)cc2)nnc1C(F)(F)F,0.3%,2%,3%,5%,-9%,-0.2%,i,32,0.0,89,0.6%
O=[N+]([O-])C(/C=C(/Cl)[N+](=O)[O-])=C(N1CCCCC1)N1CCCCC1,0.1%,-9%,-3%,0%,3%,0.0%,i,16,1.4,43,-2.1%
CSc1nnc(C)c(=O)n1COC(=O)COc1ccc(F)cc1,0.3%,-2%,13%,-2%,7%,-1.0%,i,54,-0.5,58,-2.5%
O=C(C1COc2ccccc2O1)N1CCN(c2ccccc2F)CC1 (centres undefined),-0.5%,6%,-14%,3%,8%,-0.1%,i,42,0.2,48,x
Cc1ccc(S(=O)(=O)CC(=O)N2CCN(c3ccccc3F)CC2)cc1,-0.4%,-5%,-7%,-13%,-1%,-0.1%,i,64,-0.7,57,3.9%
Cn1nc(-c2ccccc2)c2ncc(C(F)(F)F)cc21,0.7%,5%,13%,20%,11%,0.2%,i,55,2.7,36,4.5%
CC(C)(C)[C@@H]1C=C(C(N)=O)O[C@H](OCc2ccc(CO)cc2)C1,-0.9%,-3%,1%,8%,4%,-0.1%,i,19,1.4,62,4.5%
COc1ccc(S(=O)(=O)N[C@@H](CSCc2ccccc2)C(=O)O)cc1,0.2%,-3%,4%,10%,-9%,-0.1%,i,8,0.5,47,1.7%
CC(=O)SCC[N+](C)(C)C,0.0%,-3%,2%,-4%,-23%,-0.1%,i,20,-0.1,65,2.2%
O=C(C[n+]1ccccc1)Nc1ccc(Oc2ccccc2)cc1,0.8%,9%,-12%[20 µM],2%,3%,-0.1%,i,51,-0.9,41,x
COc1cc(C(=O)Nc2cccc(S(=O)(=O)N3CCCC3)c2)cc(OC)c1C,0.2%,-12%,41%,0%,18%,1.2%,i,27,3.7,56,-0.6%
COc1cccc(OCCSc2nc3ccccc3c(=O)[nH]2)c1,-0.4%,8%,-15%,0%,-4%,-0.3%,i,50,5.9,102,2.6%
